Screening results from PubChem.
N370S GC mod: inhibitors or activators of N370S glucocerebrosidase for Gaucher disease. P04062. N370S GC spleen homogenate, 4MU-glucoside fluorescence. Potency, µM (titrated, usually from 59.4 µM), without a hit: at the highest dose activity change, negative = inhibition, hits mostly inhibitors. 330,000 compounds, 0.092% hits. AID 2101;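 also: 0% = full enzyme activity and -100% = no enzyme basal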
TDP1 inh: blocks human tyrosyl-DNA phosphodiesterase 1; Q9NUW8; recombinant TDP1, AlphaScreen DNA substrate cleavage; Potency, µM (top dose mostly 130 µM), for inactives: top-dose activity change, negative = inhibition, most hits filed as inhibitors; 350,000 compounds, 0.28% hits; AID 485290; also: nearly all actives have a fitted effect of over 40% in size
Target sequence (Q9NUW8 whole entry, looked up): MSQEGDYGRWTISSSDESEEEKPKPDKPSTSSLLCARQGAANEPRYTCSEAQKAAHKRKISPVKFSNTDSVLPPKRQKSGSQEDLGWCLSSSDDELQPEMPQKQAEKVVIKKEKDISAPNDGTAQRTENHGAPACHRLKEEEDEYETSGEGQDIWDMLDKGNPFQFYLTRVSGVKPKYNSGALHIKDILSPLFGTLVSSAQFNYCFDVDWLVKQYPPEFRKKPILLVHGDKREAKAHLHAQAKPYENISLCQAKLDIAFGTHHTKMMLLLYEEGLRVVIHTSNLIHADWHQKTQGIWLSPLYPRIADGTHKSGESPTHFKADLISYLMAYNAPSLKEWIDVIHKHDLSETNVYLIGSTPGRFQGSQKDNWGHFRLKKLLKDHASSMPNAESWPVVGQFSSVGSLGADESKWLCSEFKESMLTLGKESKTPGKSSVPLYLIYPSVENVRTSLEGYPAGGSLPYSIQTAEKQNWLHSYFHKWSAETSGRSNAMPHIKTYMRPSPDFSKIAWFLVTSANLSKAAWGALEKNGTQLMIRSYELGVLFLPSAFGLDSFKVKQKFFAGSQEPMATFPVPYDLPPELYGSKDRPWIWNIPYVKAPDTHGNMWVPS
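Signal: AlphaScreen proximity between streptavidin donor and anti-FITC acceptor beads on intact substrate. Reaction: Tdp1 1 nM, substrate 15 nM final, 5 min RT after 15 min compound preincubation.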
TDP1 cell noCPT: qHTS for Inhibitors of human tyrosyl-DNA phosphodiesterase 1 (TDP1): qHTS in cells in absence of CPT | Potency, µM (series often up to 46.2 µM), for the others: at the highest dose activity change, negative = growth inhibition, most hits filed as inhibitors | DT40 Tdp1-/- hTDP1 cells, no CPT, ATP luminescence, 48 h | AID 686978, 2013 | 420,000 compounds, 15% hits; also: nearly all actives have a fitted effect of over 55% in size
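Readout: luminescence from CellTiter-Glo after 30 min in the dark at RT. Cells: DT40 Tdp1-/- with stable hTDP1, 400/well. Exposure: compounds alone, ≥48 hr, 37 °C.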
* hit, by the source's call; ? = inconclusive; / = no result given; [ ] = dose if it differs, or a comment. Calls follow the shape of the dose curve; as a rule, active = well fitted curve in the direction sought with a large enough effect; inconclusive = small, poorly fitted or top-dose-only effect, or another doubt; inactive = no such curve, though single readings can be large; an effect the other way counts as inactive or inconclusive. Unless noted, % is scaled to controls: 0 for no effect and ±100 for the full control effect; potency is read from the fitted curve at half-maximal effect. Not all compounds are listed; rates above refer to the full screens.

SMILES	N370S GC mod	TDP1 inh	TDP1 cell noCPT
Cc1nc2c3ccccc3nc(NNC(=O)CCC(=O)NCCN3CCN(c4ccccc4F)CC3)n2n1	-4.2%	0.4%	?
O=C1CC(NS(=O)(=O)c2cccnc2)CN1c1cccc(F)c1 (configuration not stated)	0.9%	/	0.2%
O=C(Nc1ccncc1)c1cc(S(=O)(=O)N2CCN(c3ccccc3)CC2)ccc1Cl	-5.9%	0.8%	?
COc1cc2c(c(OC)c1OC)-c1ccc(N(C)CC(OC)OC)c(=O)cc1[C@@H](NC(C)=O)CC2	-12.0%	/	0.651µM*
Cc1ccccc1-n1nc(C)c2cc(C(=O)N3CCN(S(=O)(=O)c4ccc(Cl)cc4)CC3)sc21	5.5%	5.2%	?
NC(=O)c1cc(NC(=O)c2ccc(NS(=O)(=O)c3cccs3)cc2)cc(C(N)=O)c1	-14.4%	3.8%	-14.1%
CCc1ccc(-c2cn3c(n2)sc2cc(C(=O)NCCCc4ccccc4)ccc23)cc1	/	3.9%	-2.2%
O=C(Nc1ccc(F)cc1F)c1cc2ncc(CCCl)cn2n1	6.6%	3.8%	2.9%
COc1ccc(-c2c(C)n([O-])c3c([n+]2=O)CCCCC3)cc1OC	1.6%	1.8%	-9.9%
Oc1ccc(-c2[nH]nc(-c3ccccc3)c2-c2nc3ccccc3[nH]2)cc1	-5.1%	6.6%	-22.4%
CN1CCCC2(CCN(C(=O)c3cccn3C)CC2)C1	5.3%	/	-11.1%
Cc1ccc(S(=O)(=O)N(CC(O)CN2CCOCC2)c2cccc([N+](=O)[O-])c2)cc1 (configuration not stated)	-1.8%	8.1%	-4.8%
O=C(NCCn1cc(SCC(=O)N2CCOCC2)c2ccccc21)c1ccccc1	-10.5%	8.7%	?
CCC1=C2CC[C@H]3C(=O)N(c4ccccc4)C(=O)[C@H]3[C@H]2[C@@]2(Cc3ccccc3)C(=O)N(CC(=O)OC)C(=O)N2C1=O	-8.7%	6.9%	/
CN(CCOc1ccccc1)S(=O)(=O)c1ccc2oc3ccccc3c2c1	7.8%	1.0%	23.1µM*
COc1cc(C2C(=O)N(C3CCCCC3)CC(=O)N2CCc2ccccc2)ccc1OC(C)C (configuration not stated)	/	2.6%	-27.6%
Cc1ccc(OCC(=O)NCCNC(=O)c2ccncc2)cc1	0.7%	1.0%[0.0935 µM]	-12.4%
CCOCCCNC(=O)C(NC(=O)Cc1c[nH]c2ccccc12)c1ccc(OC)cc1 (configuration not stated)	-11.5%	3.7%	-15.0%
CCn1cc(-c2csc(N)n2)c(C)n1	0.3%	2.6%	9.4%
COc1ccc(S(=O)(=O)N2CCN(C/C=C/c3ccccc3)CC2)cc1NC(C)=O	-21.0%	3.3%[56.1 µM]	-8.1%
COc1ccc(C(C#N)Nc2ccc(C)cc2)cc1 (configuration not stated)	1.6%	-3.5%	-13.7%
CN1CCN(P(=O)(c2ccccc2)c2nc3ccccc3s2)CC1 (configuration not stated)	5.2%	0.0%	-9.2%
CCOC(=O)c1c(C)oc2nc(C)nc(NCCc3ccc(Cl)cc3)c12	/	2.1%	13µM*
CCc1noc(C)c1C(=O)NNC(=O)c1nn(CC)c(=O)c2ccccc12	-0.3%	-2.7%	0.8%
c1ccc(-c2cccc(-c3ccccn3)n2)nc1	5.0%	8.0%	3.66µM*
N#Cc1c(F)cccc1NCc1cccs1	-3.1%	6.3%	3.8%
C/C(CC(=O)Nc1cc(C)ccn1)=N\NC(=O)c1cccc(F)c1	-3.4%	/	-1.9%
Cc1ccc(C)c(NC(=O)COC(=O)c2nn(C)c(=O)c3ccccc23)c1	/	-1.6%	8.1%
CCOC(=O)C1=C(C)SC2=NS(=O)(=O)CCN21	1.0%	-1.0%	-7.4%
COc1ccccc1C(=O)NCCOc1ccc(C(C)(C)C)cc1	27.6%	-4.1%	20.6µM*

Reformatted with bars between the fields: 19 of the compounds above.
SMILES | N370S GC mod | TDP1 inh | TDP1 cell noCPT
COc1ccc(-c2c(C)n([O-])c3c([n+]2=O)CCCCC3)cc1OC | 1.6% | 1.8% | -9.9%
Oc1ccc(-c2[nH]nc(-c3ccccc3)c2-c2nc3ccccc3[nH]2)cc1 | -5.1% | 6.6% | -22.4%
CN1CCCC2(CCN(C(=O)c3cccn3C)CC2)C1 | 5.3% | / | -11.1%
Cc1ccc(S(=O)(=O)N(CC(O)CN2CCOCC2)c2cccc([N+](=O)[O-])c2)cc1 (configuration not stated) | -1.8% | 8.1% | -4.8%
O=C(NCCn1cc(SCC(=O)N2CCOCC2)c2ccccc21)c1ccccc1 | -10.5% | 8.7% | ?
CCC1=C2CC[C@H]3C(=O)N(c4ccccc4)C(=O)[C@H]3[C@H]2[C@@]2(Cc3ccccc3)C(=O)N(CC(=O)OC)C(=O)N2C1=O | -8.7% | 6.9% | /
CN(CCOc1ccccc1)S(=O)(=O)c1ccc2oc3ccccc3c2c1 | 7.8% | 1.0% | 23.1µM*
COc1cc(C2C(=O)N(C3CCCCC3)CC(=O)N2CCc2ccccc2)ccc1OC(C)C (configuration not stated) | / | 2.6% | -27.6%
Cc1ccc(OCC(=O)NCCNC(=O)c2ccncc2)cc1 | 0.7% | 1.0%[0.0935 µM] | -12.4%
CCOCCCNC(=O)C(NC(=O)Cc1c[nH]c2ccccc12)c1ccc(OC)cc1 (configuration not stated) | -11.5% | 3.7% | -15.0%
CCn1cc(-c2csc(N)n2)c(C)n1 | 0.3% | 2.6% | 9.4%
COc1ccc(S(=O)(=O)N2CCN(C/C=C/c3ccccc3)CC2)cc1NC(C)=O | -21.0% | 3.3%[56.1 µM] | -8.1%
COc1ccc(C(C#N)Nc2ccc(C)cc2)cc1 (configuration not stated) | 1.6% | -3.5% | -13.7%
CN1CCN(P(=O)(c2ccccc2)c2nc3ccccc3s2)CC1 (configuration not stated) | 5.2% | 0.0% | -9.2%
CCOC(=O)c1c(C)oc2nc(C)nc(NCCc3ccc(Cl)cc3)c12 | / | 2.1% | 13µM*
CCc1noc(C)c1C(=O)NNC(=O)c1nn(CC)c(=O)c2ccccc12 | -0.3% | -2.7% | 0.8%
c1ccc(-c2cccc(-c3ccccn3)n2)nc1 | 5.0% | 8.0% | 3.66µM*
N#Cc1c(F)cccc1NCc1cccs1 | -3.1% | 6.3% | 3.8%
C/C(CC(=O)Nc1cc(C)ccn1)=N\NC(=O)c1cccc(F)c1 | -3.4% | / | -1.9%

Additional records
SMILES	N370S GC mod	TDP1 inh	TDP1 cell noCPT
O=C(Nc1ccc(F)cc1)C1CCC(N2C(=O)c3ccccc3C2=O)CC1 (configuration not stated)	-3.3%	5.4%	-14.7%
O=C(COC(=O)CCC(=O)c1ccc(F)cc1)NC1CCCCC1	/	-0.7%	-9.0%
O=C(Cn1c(=O)nc(-c2ccccc2)c2ccccc21)Nc1ccc(Cl)c(C(F)(F)F)c1	/	11.2%	7.2%
O=C(CN1C2=NCCCN2c2ccccc21)c1cccc(Br)c1	5.9%	5.1%	23.1µM*
OCC1(c2cc(C(F)(F)F)n[nH]2)CCCCC1	-15.9%	1.0%	-15.9%
CCc1ccc(NC(=O)N(CCN2CCOCC2)Cc2ccc3c(c2)CCCN3CC)cc1	-7.6%	-4.2%	?
CCOC(=O)CNC(=O)Cn1cnc2c(nnn2-c2ccccc2)c1=O	0.3%	/	-0.8%
CCCN1CCN(C(c2cc3cc4c(cc3[nH]c2=O)OCO4)c2nnnn2C(C)(C)C)CC1 (configuration not stated)	19.8%	-1.0%	-1.6%
O=c1cc(N2CCc3ccccc3C2)[nH]c(=O)n1-c1ccc(Br)cc1	5.4%	0.0%	-10.2%
COc1cc2c(cc1OC)-c1cc(Nc3ccccc3C)nc(=O)n1CC2	0.0%	/	-6.8%
CCCOc1ccc(CC(=O)N/N=C\c2ccc(F)cc2)cc1	-4.9%	/	?
CC(C)(C)c1ccc(OC(=O)Cn2c(C(F)(F)F)nc3ccccc32)cc1	8.0%	0.0%	-17.6%
O=C(C1CCCN(c2nnc(-n3cccc3)s2)C1)N1CCN(c2ccccc2)CC1 (configuration not stated)	6.4%	2.9%	?
CCOC(=O)C1CCN(Cc2nnc(-c3ccccc3C)o2)CC1	-3.1%	/	1.8%
CCNS(=O)(=O)c1ccc(NC(=S)NCc2ccco2)cc1	-9.5%	4.5%	?
COCC(C)OC(=O)c1c(N)n(CCCN2CCOCC2)c2nc3ccccc3nc12 (configuration not stated)	?	-2.8%	?
CC(C)c1cc(NC(=O)c2ccccc2)cc(C(C)C)c1O	22.8%	8.0%	?
O=C(COC(=O)CSc1ccc2ccccc2c1)NC1CC1	5.4%	5.5%	-13.7%
CC(=O)Nc1ccc(/C=N/NC(=O)c2cccc(S(=O)(=O)N3CCOCC3)c2)cc1	-3.6%	5.8%	-16.3%
COc1cc(/C=C/C(=O)O)cc(S(=O)(=O)Nc2ccccc2Cl)c1OC	0.2%	3.1%	-0.2%
CCn1c(CNc2ccc(C)cc2)nnc1SCC(N)=O	4.6%	-2.5%	-10.7%
CN(C)c1ccc(C(C(=O)NCc2ccccc2)N(Cc2ccco2)C(=O)c2snc(C(N)=O)c2N)cc1 (configuration not stated)	-1.6%	/	8.2µM*
Cc1cc(=O)[nH]c(SCC(=O)O)c1C#N	-11.1%	3.1%	0.3%
Cc1cccc(-c2nnc(-c3ccc(N)cc3)o2)c1	11.4%	-4.3%	-28.0%
CCOc1ccc(S(=O)(=O)N2CCCC(C(=O)NCc3cccnc3)C2)cc1Cl (configuration not stated)	-5.2%	/	?
N#Cc1c(/N=C/C=C/c2ccccc2)sc2c1CCCC2	-0.1%	7.8%	-14.2%
CCc1nc2ccccc2n1CC(=O)N1CCN(Cc2ccccc2)CC1	7.4%	5.8%	?
Cc1cc(C(=O)Nc2cc(C)on2)on1	-3.9%	/	5.7%
CCOC(=O)C1=C(c2ccccc2)Nc2ncnn2C1c1cccc(O)c1 (configuration not stated)	-1.9%	1.2%	-10.3%
CC(C)c1c(O)nc(SCc2ccc(F)cc2)[nH]c1=O	1.4%	/	-6.9%
CC(=O)C1=C(C)NC2(O)c3ccccc3C(=O)C12O (configuration not stated)	0.5%	0.0%	2.2%
CS(=O)(=O)c1ccc(NC(=O)c2ccc3c(c2)S(=O)(=O)N=C2CCCCCN23)cc1	-1.8%	1.0%	6.6%
Cc1ccc(S(=O)(=O)N/N=C/c2ccccc2O)cc1	-10.9%	/	8.4%
O=C(CN1CCN(C(=O)c2ccco2)CC1)NCc1ccc(Cl)cc1	-1.9%	0.2%	3.0%
CCOC(=O)N1CCN(C(=O)C2CCN(S(=O)(=O)c3ccc(C)cc3)CC2)CC1	0.3%	0.0%	-0.3%
CC1=C(C(=O)Nc2ccc(C)cc2C)C(CC(C)C)n2nc(SCc3ccccc3C)nc2N1 (configuration not stated)	/	2.1%[12.3 µM]	11.6µM*
O=C(COC(=O)c1ccncc1)c1ccccc1	-0.5%	4.9%	-1.6%
O=C(C1=C[C@H](c2ccccc2)C[C@H](OCc2ccc(CO)cc2)O1)N1CCOCC1	-1.9%	2.6%	-8.5%
CCCCC(=O)Nc1ccc2nc(SCC(=O)N3CCCC3)sc2c1	/	0.5%	20.6µM*
COCCn1c(C)cc(C(=O)COc2ncnc3ccc(Br)cc23)c1C	7.4%	4.9%	-17.8%
COc1ccc(N(CC(=O)Nc2ccccc2OC)S(=O)(=O)c2ccc(NC(C)=O)cc2)cc1	-11.3%	5.4%	5.17µM*
COC(=O)C1CCN(Cc2c(C(=O)N3C[C@@H](C)O[C@@H](C)C3)nc3ccc(Cl)cn23)CC1	-8.4%	4.8%	2.6%
CN(CC(=O)NC(=O)NC1CCCCC1)c1ccccc1	/	1.9%	-20.0%
O=C(O)c1ccc(/C=N/NC(=S)NC2CCCCC2)cc1	-9.8%	2.6%	3.4%
O=C(Oc1cc(=O)oc2ccccc12)c1ccco1	?	-5.8%	-11.6%
C=CCn1c(COc2ccc(OC)cc2)nc2ccccc21	-0.5%	-1.1%	?
COc1ccc(/C=C(/NC(=O)c2ccccc2)C(=O)Nc2cccc(C(=O)O)c2)cc1	-0.3%	4.1%	4.8%
CCOc1ccc2[nH]c(C(=O)N/N=C/c3cccc(OC)c3OC)cc2c1	-2.7%	/	16.4µM*
CC(NC(=O)COC(=O)C12CC3CC(CC(O)(C3)C1)C2)c1ccccc1 (configuration not stated)	/	1.5%	-7.7%
COC(=O)NCCOc1cc(C)ccc1C	4.5%	4.5%	-3.6%
